Screening data deposited in PubChem by several laboratories.
hcDAF12 agonist – H. contortus DAF-12 nuclear receptor activators, primary screen, cell-based, luminescence, HEK293, lit1-tk-luc reporter. activation, % at 6.8 µM. 370,000 compounds, 1.4% hits. HEK293 hcDAF-12 lit1-tk-luc reporter; 0% DMSO, 100% Δ7-dafachronic acid. AID 652067, 2013;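 active = activation above the mean of all tested compounds plus 3 SD, cut at about 5.5% in these data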;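 note: 100% = response to 3 µM Δ7-dafachronic acid high control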
MBD2 inh – inhibitors of MBD2 binding to methylated DNA, primary screen, biochemical, TR-FRET, DNA-binding domain, human; MBD2 binding to methylated oligonucleotide; AID 686964, 2013; 370,000 compounds, 0.31% hits; Methyl-CpG-binding domain protein 2 (Homo sapiens), Q9UBB5; inhibition, % at 4.4 µM; in the data active = inhibition above about 13%
SMARCA2 act – SMARCA2 (BRM) function activators, primary screen, cell-based, luminescence, high throughput; MG213 cells, MMTV-luciferase reporter, dexamethasone, overnight; AID 652017, 2013; 370,000 compounds, 1% hits; activation, % at 9.1 µM; in the data active = activation above about 7.8%;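 note: 0% = vehicle wells and 100% = reference activator wells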
Rev-erbA mod – modulators of Rev-erb alpha DNA binding, primary screen, biochemical, FITC-DNA, fluorescence polarization, uHTS; activity, % at 10 µM; Rev-erbα–FITC-DNA binding, 90 min; 370,000 compounds, 0.79% hits;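 active = activity above about 14%, limit read from the data; passing the limit was not always enough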;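 note: 0% = DMSO wells with 35 nM protein and 100% = DMSO wells with 750 nM protein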
Target sequence (P20393 whole entry, looked up): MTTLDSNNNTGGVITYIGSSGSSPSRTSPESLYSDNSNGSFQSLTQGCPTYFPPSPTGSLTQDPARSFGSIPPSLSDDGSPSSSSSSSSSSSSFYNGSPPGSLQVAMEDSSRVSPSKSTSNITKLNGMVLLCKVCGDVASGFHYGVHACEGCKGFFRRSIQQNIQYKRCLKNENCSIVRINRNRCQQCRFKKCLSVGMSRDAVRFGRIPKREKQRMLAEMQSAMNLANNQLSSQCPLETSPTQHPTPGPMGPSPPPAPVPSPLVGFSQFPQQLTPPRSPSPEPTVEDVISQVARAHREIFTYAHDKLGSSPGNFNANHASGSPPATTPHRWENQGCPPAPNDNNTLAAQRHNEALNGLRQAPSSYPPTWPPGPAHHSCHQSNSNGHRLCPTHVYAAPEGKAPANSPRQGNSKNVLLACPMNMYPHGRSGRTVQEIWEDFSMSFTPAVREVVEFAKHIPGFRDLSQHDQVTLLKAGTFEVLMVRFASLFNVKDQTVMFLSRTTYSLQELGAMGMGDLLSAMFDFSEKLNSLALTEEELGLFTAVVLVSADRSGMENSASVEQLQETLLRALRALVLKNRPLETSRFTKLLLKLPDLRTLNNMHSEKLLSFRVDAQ
PLCb3 inh – human PLC-beta3 inhibitors, primary screen, biochemical, fluorescence. Purified PLC-beta3, fluorogenic substrate. inhibition, % at 12.2 µM. 370,000 compounds, 0.18% hits; in the data active = inhibition above about 11%;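 note: 0% = median of compound wells on plate and 100% = full blocker control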
ADAM17 inh – ADAM17 inhibitors, primary screen, biochemical, QFRET | 370,000 compounds, 0.83% hits | Disintegrin and metalloproteinase domain-containing protein 17 (Homo sapiens), P78536 | recombinant ADAM17, EDANS/DABCYL FRET peptide cleavage | inhibition, % at 6.95 µM;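 active = inhibition above the mean of compounds lying between control limits plus 3 SD, set per campaign, cut at about 8.5% in these data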;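 note: 0% = DMSO-only wells as the low control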
ssDAF-12 act – S. stercoralis DAF-12 nuclear receptor activators, primary screen, cell-based, luminescence, HEK293, GRIP1 co-expression, lit1-tk-luc | Nuclear hormone receptor DAF-12 (Strongyloides stercoralis) | HEK293 ssDAF-12/GRIP1 lit1-tk-luc reporter; % of 3 µM dafachronic acid response | activation, % at 6.8 µM | 370,000 compounds, 1% hits | AID 652126, 2013;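 active = activation above the mean over all tested compounds plus 3 SD, cut at about 0.9% in these data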;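 note: 0% = DMSO-only wells and 100% = 3 µM delta7-dafachronic acid wells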
PLCg1 inh – PLC-gamma1 enzyme inhibitors, primary screen, biochemical, fluorescence, purified enzyme; 1-phosphatidylinositol 4,5-bisphosphate phosphodiesterase gamma-1 (Homo sapiens), P19174; fluorogenic substrate; inhibition, % at 12.2 µM; 370,000 compounds, 0.84% hits; in the data active = inhibition above about 9.5%
DAX1 inh-1 – DAX1 (NR0B1) inhibitors on StAR promoter, primary screen, cell-based, luminescence, SF-1 (NR5A1), full-length DAX-1. AID 652010, 2013. 370,000 compounds, 1.1% hits. inhibition, % at 6.8 µM. HEK293T StAR-luciferase reporter, SF-1/DAX-1 repression relief;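 active = inhibition above the mean over all tested compounds plus 3 SD, cut at about 3.6% in these data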;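 note: 0% = DAX-1 cells with DMSO and 100% = cells lacking DAX-1 with DMSO; higher inhibition means more luminescence from relief of DAX-1 repression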
hgDAF12 agonist – H. glycines DAF-12 receptor agonists, primary screen, cell-based, luminescence, HEK293, GAL4 fusion, UAS-luciferase; Nuclear hormone receptor DAF-12 (Heterodera glycines), GAL4 fusion; 370,000 compounds, 1.8% hits; activation, % at 6.8 µM; HEK293 GAL4-hgDAF12 UAS-luciferase reporter, agonist luminescence; normalized to butyrate control;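 active = activation above a cutoff set at the mean of all screened compounds plus 3 SD, cut at about 10% in these data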;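 note: 0% = DMSO wells and 100% = sodium butyrate wells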
DAX1 inh-2 – DAX1 (NR0B1) inhibitors, primary screen, cell-based, HEK293, Gal4-DAX1, luciferase luminescence | inhibition, % at 6.75 µM | 340,000 compounds, 0.99% hits | AID 504766, 2011 | HEK293 Gal4-DAX1 luciferase reporter;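 active = inhibition above the mean over all tested compounds plus 3 SD, cut at about 4.2% in these data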;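 note: 0% = DAX1-transfected cells with DMSO and 100% = empty-vector control cells with DMSO; inhibition shows as a rise in luminescence from relieved DAX1 repression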
Target sequence (P51843 207-470 limits assumed): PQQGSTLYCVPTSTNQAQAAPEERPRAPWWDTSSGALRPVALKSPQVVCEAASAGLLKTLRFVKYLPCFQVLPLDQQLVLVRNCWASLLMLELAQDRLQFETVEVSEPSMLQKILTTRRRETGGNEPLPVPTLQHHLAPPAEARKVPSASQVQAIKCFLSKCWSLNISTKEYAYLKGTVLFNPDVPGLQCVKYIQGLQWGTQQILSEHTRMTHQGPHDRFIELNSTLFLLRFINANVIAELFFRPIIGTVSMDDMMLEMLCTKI
* marks the source's active call; other numbers are inactive results; x = not tested or not shown. Compounds were not picked by outcome. About 7.4% of those tested had a hit in this group.

SMILES	hcDAF12 agonist	MBD2 inh	SMARCA2 act	Rev-erbA mod	PLCb3 inh	ADAM17 inh	ssDAF-12 act	PLCg1 inh	DAX1 inh-1	hgDAF12 agonist	DAX1 inh-2
CCOC(=O)Cc1c(C)nc2cc(-c3ccc(C)cc3)[nH]n2c1=O	4.0	7.2	2.2	0.5	-10.0	-24.9	0.1	-7.6	-0.3	1.8	0.4
Cc1cccnc1NC(=O)c1ccc(Cl)c(S(=O)(=O)N2CCCC2)c1	-2.8	1.0	-2.0	5.5	-3.2	1.6	-1.2	-0.8	0.0	0.6	0.7
CCN(c1cccc(C)c1)S(=O)(=O)c1ccc2c(c1)CCCN2C(C)=O	-1.1	-4.1	-1.9	9.3	-4.6	1.0	0.2	3.3	0.0	-1.8	-0.3
O=[N+]([O-])c1ccc(N2CCOCC2)c(S(=O)(=O)N2CCOCC2)c1	0.1	-3.1	4.5	-0.6	2.8	1.7	-1.0	0.4	-0.4	0.8	0.6
CN1C(=O)C(C)(C)c2cc(S(=O)(=O)NCC3CCC(C(=O)NCc4ccccc4)CC3)ccc21 (stereo not given)	-1.4	0.4	-3.0	-0.3	1.0	0.3	-1.6	2.2	-0.8	-1.5	0.1
O=C(NC1CCCCC1)c1ccc(-c2cn[nH]c2)c2ccoc12	-0.8	2.1	5.1	-6.4	1.0	-10.3	-0.7	-0.6	1.4	12.7*	x
O=C(NCC1CCCO1)C1CCN(S(=O)(=O)c2cccc3cccnc23)CC1 (stereo not given)	-0.5	9.3	-1.0	-6.1	-2.6	-3.0	-1.2	0.7	0.0	6.1	1.6
Cc1cc(=O)[nH]c(NNC(=O)c2ccc(Cl)cc2)n1	-1.4	0.6	-1.4	3.5	-3.4	-2.7	-0.9	3.3	-0.3	-2.0	1.6
COc1ccc(/C=C(/C#N)C(=O)Nc2ccc(C)cc2C)cc1C(=O)O	0.1	-5.2	-0.7	-2.6	0.4	-7.0	-0.8	-1.5	-0.2	-1.2	1.7
O=C(O)c1n[nH]c2ccccc12	1.4	2.7	0.5	1.0	0.8	2.4	-0.3	0.7	0.0	1.1	1.8

The final two compounds of the section before are carried over, then new ones follow.
SMILES	hcDAF12 agonist	MBD2 inh	SMARCA2 act	Rev-erbA mod	PLCb3 inh	ADAM17 inh	ssDAF-12 act	PLCg1 inh	DAX1 inh-1	hgDAF12 agonist	DAX1 inh-2
COc1ccc(/C=C(/C#N)C(=O)Nc2ccc(C)cc2C)cc1C(=O)O	0.1	-5.2	-0.7	-2.6	0.4	-7.0	-0.8	-1.5	-0.2	-1.2	1.7
O=C(O)c1n[nH]c2ccccc12	1.4	2.7	0.5	1.0	0.8	2.4	-0.3	0.7	0.0	1.1	1.8
Cc1ccc(Oc2cc([N+](=O)[O-])cc3c2C(=O)Nc2ccccc2O3)cc1	-3.1	-2.6	-4.1	-5.3	5.1	7.8	-1.5	8.2	-2.1	-3.9	-2.4
CCc1c(C)nc2cc(-c3ccc(OC)c(OC)c3)nn2c1NCC1CC1	-4.2	-0.3	2.0	5.7	-93.0	-5.6	-1.6	-78.8	-1.0	-4.1	-0.3
COC(=O)c1ccc2c(=O)n(CCCN3CCOCC3)c(=S)[nH]c2c1	1.6	1.1	-1.2	-1.5	-3.6	-3.9	0.0	-0.5	-0.1	4.4	0.2
Cc1ccc(NS(=O)(=O)c2cccc(C(=O)N3CCN(C(=O)c4ccco4)CC3)c2)cc1	-0.8	-1.0	-1.7	-2.4	-6.3	-1.8	-0.9	2.6	-0.9	-2.5	-0.5
CC(C)(C)Nc1nc(Oc2ccc(=O)n(-c3ccccc3)n2)nc(N2CCOCC2)n1	-2.1	-5.8	2.0	-9.5	2.8	-0.6	-1.6	4.2	-0.2	-0.8	1.4
NC(=O)C1CCN(CC(=O)NC2CCCc3ccccc32)CC1 (stereo not given)	-0.9	-5.6	-0.5	4.4	1.8	-0.3	-0.5	4.7	0.2	-3.3	0.8
C=CCCC1CN(Cc2ccc(OC)cc2)S(=O)(=O)c2c(cccc2N(C)S(=O)(=O)c2ccc(C)cc2)O1 (stereo not given)	-2.8	0.3	-3.4	-5.8	0.3	-1.0	-0.8	1.6	-1.2	-1.3	x
CN(CC(=O)Nc1ccc(F)cc1)C(=O)COC(=O)c1ccc(-c2ccccc2)cc1	0.2	5.5	-0.9	0.3	-10.7	2.7	0.0	-0.5	0.4	0.9	0.3
CCOc1ccccc1NC(=S)N(CCOC)C1CCN(C(C)=O)CC1	-0.5	-1.4	0.0	-3.6	-4.3	-6.1	-1.5	-0.5	0.3	0.2	0.6
CCP(=O)(c1cccc([N+](=O)[O-])c1)c1cccc([N+](=O)[O-])c1	-0.8	-6.4	1.6	-5.6	-3.3	-0.9	-2.0	-0.6	-0.2	-1.3	1.1
CC(C)c1ccc(NC(=S)NC2CCN(Cc3ccccc3)CC2)cc1	-1.3	0.9	-6.2	3.0	0.0	-2.5	-1.9	0.9	0.4	0.4	-0.3
C/C(Nc1ccc(Cl)cc1)=C(/C#N)C(N)=O	-1.6	-5.8	-1.4	3.2	4.8	-4.8	-2.0	1.5	-0.2	-1.4	-0.5
COc1ccc(N=C2O/C(=C/c3sc(=S)n(CC4CCCO4)c3O)N=C2C#N)cc1 (stereo not given)	0.7	-7.1	0.1	10.3	-3.8	-1.6	-0.9	0.3	-0.5	0.5	x
O=C(NCCNCc1cccc(Cl)c1)c1ccco1	-0.5	-2.2	-0.5	-1.5	-59.3	-0.2	1.1*	-46.6	2.3	1.3	0.5
CCO[C@H]1OC(C(=O)NCc2ccccc2)=C[C@@H](C2CCCCC2)[C@@H]1CCCO	-0.7	6.0	-1.5	0.7	-0.2	-3.1	-1.4	-3.8	-0.6	1.7	0.3
S=c1[nH]nc(CCc2ccccc2)n1Cc1ccccc1	-0.2	-5.2	-0.4	2.4	-4.2	-0.5	-0.8	-4.2	-0.5	0.7	-1.0
COc1ccc(COC(=O)c2cccc(S(=O)(=O)N3CCN(C(C)=O)CC3)c2)cc1	-1.9	-7.3	-2.1	6.9	2.4	-2.3	-1.4	-0.9	-4.3	-0.4	-2.4
CCOc1ccc(Oc2ccccc2NC(=O)C2=COCCO2)cc1	-0.5	-2.7	-0.9	1.9	-1.7	4.2	-1.1	2.7	0.2	1.1	-1.1
CCC(=O)OCC(=O)Nc1cc([N+](=O)[O-])ccc1OC	0.9	1.5	3.3	-2.2	3.9	-1.9	-0.4	2.1	-0.4	0.6	0.9
O=C(NC(=S)Nc1ccc(S(=O)(=O)N2CCCCC2)cc1)c1ccccc1	-1.5	2.7	4.0	1.2	1.1	-1.6	-0.8	1.9	-0.4	1.7	-0.7
COc1ccc(S(=O)(=O)Nc2ccc(N3CCOCC3)cc2)cc1	-1.9	3.3	-0.1	0.2	-4.0	-1.1	-1.1	0.7	0.1	1.8	-1.0
Cc1cccc2c(C(=O)Nc3ccc(Br)cc3)cc(-c3ccccn3)nc12	4.0	9.0	-0.1	7.2	-7.7	-9.1	-0.5	2.2	-0.6	2.9	0.9
CCOC(=O)c1cccc(-c2ccc(C=O)o2)c1	-0.1	-1.6	-2.6	-1.0	-0.2	-1.2	-0.8	0.3	0.4	5.4	0.0
O=C(Cn1nnc2ccccc21)Nc1ccc(Cl)cn1	0.8	1.9	-0.1	1.8	2.0	-3.8	-1.2	-0.3	0.7	3.9	0.6
O=C(C[C@H]1CC[C@H]2[C@@H](COC[C@@H](O)CN2S(=O)(=O)c2ccccc2)O1)N[C@@H]1CCN(Cc2ccccc2)C1	-2.5	-3.6	-0.7	-10.6	2.6	-0.8	-0.8	0.1	0.3	1.5	x
COc1ccc(NC(=O)c2ccc(-n3c(C)ccc3C)cc2)c(OC)c1	-1.6	-5.0	1.3	-3.0	-3.9	1.9	-1.2	1.0	-0.2	3.5	1.4
Cc1nc(N2CCC(C(N)=O)CC2)c2c(-c3cccs3)csc2n1	-2.8	-3.4	-3.5	1.9	-5.8	1.7	-2.1	1.5	0.2	0.9	0.9
Cc1cc(C)nc(SCC(=O)NN)n1	0.1	-1.4	-2.0	-2.7	-0.3	-1.9	-0.9	1.1	0.8	-1.5	-0.3
O=C(Nc1ccc(S(=O)(=O)Nc2ncccn2)cc1)c1ccccc1Cl	0.8	-1.1	-0.9	4.7	-8.8	-2.3	-1.3	0.2	-0.5	0.0	-1.7
COc1ccc(CN2CCC(=O)NC2=O)cc1	-1.5	-4.8	-1.3	3.1	3.6	-1.6	-0.9	1.2	-1.1	6.3	0.1
COC(=O)c1ccc2c(c1)C(NC(C)=O)CCc1cc(OC)c(OC)c(OC)c1-2 (stereo not given)	-0.6	-4.8	-2.4	9.3	-6.8	-2.5	0.3	-2.2	4.3*	-4.3	0.9
O=C(O)CCc1nn2c3ccccc3nc2n(CCN2CCCCC2)c1=O	2.0	3.0	-0.8	-2.8	-273.2	-67.4	-0.4	-219.2	-0.2	1.1	0.5
O=c1oc2c3c4c(cc2s1)CCCN4CCC3	0.4	-4.1	2.2	-21.3	-65.0	-2.4	-0.4	-54.8	-0.6	-0.3	4.0
Cc1ccccc1NC(=O)Nc1ccc2c(c1)C(=O)N(C)[C@H]1CC[C@H](CC(=O)NCC3CC3)O[C@@H]1CO2	1.2	8.8	-0.3	29.8*	8.1	-10.4	-1.1	8.6	1.2	-2.1	x
C[C@@H]1COC(=O)[C@H](Cc2ccc(F)cc2)CC/C=C/C[C@@H](CC(=O)N[C@@H](CO)Cc2ccccc2)C(=O)N1	0.0	3.4	0.3	-2.4	-0.2	-6.0	-1.0	0.4	-0.2	0.3	-0.5
O=C(NC1CCCC1)c1cc(Cl)ccc1[N+](=O)[O-]	-0.9	-6.8	4.0	-1.3	-1.2	0.3	-1.6	0.3	-0.6	-2.2	1.2
COc1ccc(Br)cc1CNc1ccc(O)cc1	-2.8	-10.9	-4.5	2.2	-70.5	-10.7	-1.1	-54.9	-1.1	-2.5	-1.4
CCCCNC(=O)C1CCN(S(=O)(=O)c2c(C)noc2/C=C\c2ccc(OC)cc2)CC1	0.2	5.1	-3.9	7.9	-1.3	-1.5	-1.4	0.6	-0.3	0.5	0.8
O=C(CCc1c[nH]c2ccccc12)Nc1ncccc1O	1.6	3.8	-3.0	3.7	-19.3	-7.9	-0.2	-4.3	0.0	1.8	0.3
O=C(O)c1nc(N2CCCC2)ncc1Cl	-0.5	-1.3	4.9	-3.4	-1.2	-3.0	-1.5	-0.3	-0.2	-3.5	2.3
